Compound activity deposited in PubChem BioAssay by several laboratories.
MrgX1 antag: antagonists of human MrgX1 receptor. AID 588676. 310,000 tested, 1.3% active. MRGX1-HEK293 calcium flux, Fluo-4, BAM8-22 antagonism; active compounds read low. B-score at 10 µM. Q96LB2;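 active = calcium-response B-score plate-corrected more than 3 library SD below zero, starting fluorescence within 5 deviations, no agonist response on first addition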;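 also: peak minus trough fluorescence over baseline after final BAM8-22 challenge near maximal dose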
TRPC6 inh: blocks the mouse TRPC6 cation channel; Q61143; HEK293-TRPC6, membrane potential dye, ACh-evoked depolarization; active compounds read low; B-score at 10 µM; 310,000 tested, 1.1% active;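 active = B-score under library mean minus 3 SD, initial fluorescence not abnormally high, positive integrated signal ratio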;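 also: B-score derived from integrated fluorescence ratio over the kinetic read; more negative B-score means stronger inhibition of depolarization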
MrgX1 allo act: allosterically activates human MrgX1 receptor signaling; Q96LB2; MrgX1-HEK293, Fluo-4 calcium flux, FDSS; active compounds read high; B-score at 10 µM; 310,000 tested, 0.63% active; AID 588675;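 active = plate-corrected calcium response at least 3 library SD above typical, normal starting fluorescence, not activating the receptor alone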;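 also: compound read alongside a low EC10 to EC30 dose of BAM8-22 agonist; peak minus trough fluorescence over baseline measured at the second addition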
RGS4 block: human RGS4 inhibition; AID 463165; HEK293 M3R/RGS4 inducible, Fluo-4 calcium flux; active compounds read high; triggered by carbachol at its EC20; B-score at 10 µM; P49798; 310,000 tested, 0.45% active;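 active = B-score, a plate-corrected calcium signal, over three deviations above library mean, with baseline fluorescence within five deviations of library mean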;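 also: RGS4 expression induced by doxycycline in cells with stable M3 receptor; B-score is computed from the integrated fluorescence ratio over baseline after carbachol; higher B-score means a larger calcium signal and so more RGS4 inhibition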
TRPC4 inh: blocks the mouse TRPC4 cation channel | 300,000 tested, 0.39% active | HEK293 TRPC4beta/mu-opioid, DAMGO-evoked Fluo4 calcium flux; active compounds read low | AID 2247 | B-score at 10 µM;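 active = B-score over 3 SD under the library average, no early fluorescence shift, positive overall ratio signal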
Target sequence (Q9QUQ5 whole entry, looked up): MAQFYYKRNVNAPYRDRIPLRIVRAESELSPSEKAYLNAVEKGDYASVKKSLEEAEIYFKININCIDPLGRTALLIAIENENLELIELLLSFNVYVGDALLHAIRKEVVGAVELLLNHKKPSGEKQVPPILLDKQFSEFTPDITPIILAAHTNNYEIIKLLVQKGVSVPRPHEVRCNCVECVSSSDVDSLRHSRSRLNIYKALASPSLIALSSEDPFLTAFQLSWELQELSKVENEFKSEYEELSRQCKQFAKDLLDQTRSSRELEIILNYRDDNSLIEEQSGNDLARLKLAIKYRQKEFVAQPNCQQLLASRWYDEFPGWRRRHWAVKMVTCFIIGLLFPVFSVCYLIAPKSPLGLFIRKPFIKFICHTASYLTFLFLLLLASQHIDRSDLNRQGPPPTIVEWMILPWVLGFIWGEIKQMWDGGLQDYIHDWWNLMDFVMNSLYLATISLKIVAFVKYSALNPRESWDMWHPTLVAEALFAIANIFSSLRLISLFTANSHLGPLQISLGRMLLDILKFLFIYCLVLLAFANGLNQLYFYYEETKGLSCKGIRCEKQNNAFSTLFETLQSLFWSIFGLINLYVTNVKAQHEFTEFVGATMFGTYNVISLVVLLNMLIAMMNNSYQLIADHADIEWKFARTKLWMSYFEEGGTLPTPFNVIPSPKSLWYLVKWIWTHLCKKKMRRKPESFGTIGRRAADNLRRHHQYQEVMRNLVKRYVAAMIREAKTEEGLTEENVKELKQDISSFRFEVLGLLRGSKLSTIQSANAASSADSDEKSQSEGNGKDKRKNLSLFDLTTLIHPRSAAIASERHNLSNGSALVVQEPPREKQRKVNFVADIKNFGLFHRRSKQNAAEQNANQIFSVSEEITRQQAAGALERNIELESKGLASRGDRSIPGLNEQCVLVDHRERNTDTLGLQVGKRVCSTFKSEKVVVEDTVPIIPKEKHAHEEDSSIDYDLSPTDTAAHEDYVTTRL
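Test system – stable TRPC4beta/mu-opioid receptor HEK293 cells · Probe or stimulus – DAMGO, a submaximal dose followed by a maximal one · Dosing – one concentration per compound · Signal – Fluo4 calcium fluorescence by kinetic imaging, 5 s 1 Hz baseline · Evaluation – per-well B score of integrated baseline-normalized Fluo4 ratio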
SKKanGAS inh: SKKanGAS growth inhibition; S. pyogenes SKKanGAS, kanamycin growth, BacTiter-Glo, 6 h; inhibition, % at 7.5 µM; 300,000 tested, 1.3% active; AID 1662;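 active = mean replicate score, as percent of positive control median, at least 50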;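 also: strain carries kanamycin resistance gene driven by streptokinase promoter and grows in 40 µg/ml kanamycin; loss of luminescence reflects streptokinase promoter inhibition or plain growth inhibition; 0% = median of DMSO wells and 100% = positive control at its reference dose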
Platelet DG rel: modulates dense granule release in human platelets. human platelet-rich plasma, SFLLRN dense granule ATP release, luminescence. inhibition, %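 (compounds screened at 7.5 µM in platelet-rich plasma)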. 300,000 tested, 0.22% active. AID 1663;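 active = mean replicate score, as percent of positive control, at or above 50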
RGS4 pot: RGS4 potentiation or activation | B-score at 10 µM | AID 463111 | 310,000 tested, 0.92% active | HEK293 M3R/inducible RGS4, carbachol calcium flux Fluo4; active compounds read low;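 active = B-score of the integrated calcium signal more than 4 SD below the library mean, with starting fluorescence not abnormally high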;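 also: negative B-score means reduced calcium response which marks RGS4 activation or potentiation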
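Assay system: Inducible-RGS4 HEK293 cells carrying M3 receptor | Schedule: Compound preincubation 20 min at room temperature before agonist | Signal: Kinetic calcium fluorescence imaging with Fluo4-AM dye, 2 µM | Read-out basis: B score from integrated fluorescence ratio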
MrgX1 ag: agonists of human MrgX1 receptor. MrgX1-HEK293 cells, Fluo-4 calcium fluorescence, agonist mode; active compounds read high. B-score at 10 µM. 310,000 tested, 0.44% active. AID 588627;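 active = calcium response B-score plate-corrected fluorescence ratio at least 3 library SD, with starting fluorescence B-score inside 5 SD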
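times = overnight plating, then 30 min 37 °C plus 30 min room-temperature dye loading | assay system = stable human MrgX1 HEK293 cell line | input = fifteen thousand cells per well | signal = kinetic calcium dye fluorescence, Fluo-4 NW | dosing = compound delivered in addition one of three | read-out = B-scored fluorescence response ratio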
HIF activator: HIF pathway transcriptional activation; U2OS HRE-luciferase reporter, luminescence; normalized: DMSO 0%, desferrioxamine 100%; 300,000 tested, 0.32% active; activation, % at 7.5 µM (by protocol);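 active = mean activation of at least 10% of the iron chelator positive control signal, with at least half of replicates also reaching 10%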
TRPC6 activator: activates the mouse TRPC6 cation channel | HEK293-TRPC6 membrane potential dye fluorescence; active compounds read high | B-score at 10 µM | 310,000 tested, 0.13% active | AID 2550;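 active = B-score of the integrated fluorescence ratio above library mean plus 3 SD, and starting fluorescence ratio within library mean plus 5 SD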;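 also: higher score means more depolarization so channel activation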
* hit, by the source's call; i = inactive; . = no result given. Compounds were not picked by outcome; about 6.1% have a hit in one of these screens.

Structure	MrgX1 antag	TRPC6 inh	MrgX1 allo act	RGS4 block	TRPC4 inh	SKKanGAS inh	Platelet DG rel	RGS4 pot	MrgX1 ag	HIF activator	TRPC6 activator
CCOC(=O)N1CCN(CCC(=O)Nc2cc(C)ccc2C)CC1	i	i	i	i	i	-2	-5	i	i	-23	i
Cc1cc(F)ccc1NC(=O)Nc1ccc2c(c1)OCO2	i	i	i	i	i	0	11	i	i	0.5	i
Cn1c(=O)c2c(nc(-c3ccccc3)n2C)n(Cc2ccccc2)c1=O	i	i	i	i	i	0	3	i	i	-0.2	i
Cc1c(NC(=S)SCc2ccccc2)c(=O)n(-c2ccccc2)n1C	i	i	i	i	i	9	-10	i	i	0.0	i
Clc1ccc(CNc2ccccn2)cc1	i	i	i	i	i	-4	-7	i	i	1.7	i
Cc1ccc(OCCCSc2n[nH]c(N)n2)cc1	i	i	i	i	i	-1	1	i	i	-0.2	i
CCOC(=O)COc1ccccc1/C=N\NC(=O)c1cc2c(ccc3ccccc32)o1	i	i	i	i	i	1	-1	-8.8*	i	0.1	i
O=C(O)c1cccc(S(=O)(=O)Nc2ccccc2-c2ccccc2)c1	i	i	i	i	i	-5	-1	i	i	0.6	i
CCOc1ncccc1C(=O)Nc1ccc(-c2ccc3nnc(C)n3n2)cc1	i	i	i	i	i	-6	-4	i	i	-0.1	i
COCCCn1c(=O)c2ccccc2n(Cc2ccccc2)c1=O	i	i	i	i	i	5	-4	i	i	0.0	i
COc1ccc(C(=O)Oc2ccc(/C=N/O)cc2)cc1	i	i	i	i	i	-5	3	i	i	0.6	i
CCn1c2ccccc2c2cc(NC(=O)COC(=O)c3ccccc3O)ccc21	i	i	i	i	i	4	-2	i	i	-0.2	i
COc1ccc(OC)c(NC(=O)c2ccc(-c3cccs3)cc2)c1	i	i	i	i	i	-16	-5	i	i	-0.2	i
O=C(/C=C/c1ccc2c(c1)OCO2)NCCSCc1ccc(Cl)cc1Cl	.	i	.	i	i	35	2	i	.	0.6	i
CC(=O)N1N=C(c2cccc([N+](=O)[O-])c2)OC1(C)CC(=O)Nc1ccccc1 (centres undefined)	i	i	i	i	i	-10	1	i	i	-0.4	i
CC1CCCN(C(=S)SCC(=O)c2cc(Br)cc(Br)c2O)C1 (centres undefined)	i	i	i	i	i	56*	0	i	i	-0.2	i
Cc1c([N+](=O)[O-])c([N+](=O)[O-])nn1CC(=O)N1CCCCC1	i	i	i	i	i	3	-15	i	i	-0.3	i
O=C1CC(Nc2ccc(N3CCOCC3)cc2)C(=O)N1Cc1ccccc1 (centres undefined)	i	i	i	i	i	6	9	i	i	-0.1	i
COCCCNC(=O)CN1C(=O)COc2ccc(S(=O)(=O)N3CC(C)CC(C)C3)cc21 (centres undefined)	i	i	i	i	i	-2	-1	i	i	-0.1	i
CCn1c(-c2ccccc2)csc1=Nc1ccc(S(=O)(=O)O)cc1	i	i	i	i	i	0	0	i	i	0.4	i
CC(=O)NCc1ccc(-c2nc3ccccc3s2)cc1	i	i	i	i	i	6	26	i	i	-1.5	i
Cc1ccc(OCC(=O)OCC(=O)c2ccccc2)cc1C	i	i	i	i	i	-4	-3	i	i	0.0	i
Cc1cccn2c(=O)c(/C=C(\C#N)S(=O)(=O)c3ccccc3)c(N3CCN(c4ccccc4)CC3)nc12	i	i	i	i	i	3	-2	i	i	0.2	i
COc1cc(NC(=O)C2CCCO2)c(OC)cc1NC(=O)c1ccccc1 (centres undefined)	i	i	i	i	i	-10	-23	i	i	0.3	i
COc1ccc(-n2c(CCc3ccccc3)nnc2SCC(=O)NCc2ccccc2)cc1	i	i	i	i	i	-2	5	i	i	-0.1	i

Structure	MrgX1 antag	TRPC6 inh	MrgX1 allo act	RGS4 block	TRPC4 inh	SKKanGAS inh	Platelet DG rel	RGS4 pot	MrgX1 ag	HIF activator	TRPC6 activator
COc1cccc(NC(=S)N2CCN(c3ccc([N+](=O)[O-])cc3)CC2)c1	i	i	i	i	i	11	3	i	i	0.2	i
CCc1cccc(OCCn2ccnc2)c1	i	i	i	i	i	-1	-21	i	i	0.3	i
CN(C)C(=O)CN1C(=O)C2CCCCN2C(=O)c2ccccc21 (centres undefined)	i	i	i	i	i	2	-1	i	i	0.7	i
CCC(C)N(C(=O)COC(=O)CSc1ccc([N+](=O)[O-])cc1)C1CCS(=O)(=O)C1 (centres undefined)	i	i	i	i	i	-2	-1	i	i	0.1	i
COc1ccc(/C=C2\Sc3ccc(C(=O)N4CCCC4)cc3N(C)C2=O)cc1OC	i	i	i	i	i	100*	21	i	i	1.0	i
O=C(NC1CCCN(Cc2ccc(Cl)cc2)C1)c1ccoc1 (centres undefined)	i	i	i	i	i	1	0	i	i	0.4	i
O=C(NC1CCNCC1)C1CCCCC1	i	i	i	i	i	2	1	i	i	0.6	i
COc1ccc(CCN(C)C(=O)C2CCN(Cc3ccc(C)cc3)CC2)cc1OC	i	i	i	i	i	6	16	i	i	1.8	i
COc1ccc(S(=O)(=O)N2C3CCC2CC(NC(=O)C2CC2)C3)cc1 (centres undefined)	i	i	i	i	i	7	1	i	i	0.2	i
Cc1nnc2n(-c3ccccc3)c(=O)c3ccccc3n12	i	i	i	i	i	-7	-8	i	i	-0.9	i
CCOc1cc(C2CC(=O)NC(SCC)=C2C#N)ccc1O (centres undefined)	i	i	i	i	i	-1	1	i	i	-0.3	i
Cc1cc(S(=O)(=O)NCCN2CCOCC2)c(C)s1	i	i	i	i	i	-3	-2	i	i	0.2	i
CCOC(=O)C(NS(=O)(=O)c1ccccc1)(C(F)(F)F)P(=O)(OCC(C)C)OCC(C)C (centres undefined)	i	i	i	i	i	8	-3	i	i	0.2	i
CN(C)/C=C/C(=O)c1ccc(F)cc1F	i	i	i	i	i	-6	-10	i	i	0.0	i
COc1ccc(N=C2NC(=O)S/C2=C\c2ccc(N(C)C)cc2)cc1	i	i	i	i	i	36	1	-7.2*	26*	1.9	i
CCCNC(=O)C(=O)NCC(c1ccc2c(c1)OCO2)N1CCN(c2ccc(F)cc2)CC1 (centres undefined)	i	i	i	i	i	-2	10	i	i	0.9	i
N#CCCN(Cc1cccnc1)C(=S)NC(=O)c1ccc(S(=O)(=O)N2CCCC2)cc1	i	i	i	i	i	-4	-2	i	i	-0.6	i
C=CCn1c(=N)c(C(=O)NCCCOC)cc2c(=O)n3cc(C)ccc3nc21	i	-7.5*	i	i	i	0	2	i	i	-0.6	i
COc1ccc(CNC(=O)COC(=O)CCS(=O)(=O)c2ccc(C)cc2)cc1OC	i	i	i	i	i	-2	-3	i	i	0.3	i
Cc1nc(CS(=O)(=O)c2ccccc2)cc(Sc2ccc(Cl)cc2Cl)n1	i	i	i	i	i	-8	-22	i	i	0.7	i
COc1ccc(S(=O)(=O)NNC(=O)Nc2ccc(F)cc2)cc1	i	i	i	i	i	-2	-2	i	i	0.4	i
CCOc1ccc(C(=O)OC(C)CN2CCCCC2)cc1 (centres undefined)	i	i	i	i	i	0	-3	i	i	-0.2	i
CC(NC(=O)c1ccc(Cn2cc([N+](=O)[O-])cn2)o1)c1ccccc1 (centres undefined)	i	i	i	i	i	4	-2	i	i	-9.7	i
O=C(c1cccs1)N1CCN(c2ccc([N+](=O)[O-])cc2F)CC1	i	i	i	i	i	-7	-2	i	i	1.3	i
CC1=NN(CCc2ccccn2)C(=O)CC1	i	i	i	i	i	-1	-2	i	i	-0.1	i

The final three records of the part above open the next one.
Structure	MrgX1 antag	TRPC6 inh	MrgX1 allo act	RGS4 block	TRPC4 inh	SKKanGAS inh	Platelet DG rel	RGS4 pot	MrgX1 ag	HIF activator	TRPC6 activator
CC(NC(=O)c1ccc(Cn2cc([N+](=O)[O-])cn2)o1)c1ccccc1 (centres undefined)	i	i	i	i	i	4	-2	i	i	-9.7	i
O=C(c1cccs1)N1CCN(c2ccc([N+](=O)[O-])cc2F)CC1	i	i	i	i	i	-7	-2	i	i	1.3	i
CC1=NN(CCc2ccccn2)C(=O)CC1	i	i	i	i	i	-1	-2	i	i	-0.1	i
CC(C)(C)NCCOc1ccc2ccccc2c1	i	i	i	i	i	-4	-2	i	i	1.0	i
Cc1cc(C)cc(NC(=O)CSc2nc(=O)n3cc(C)ccc3n2)c1	i	i	i	i	i	12	16	i	i	0.0	i
Cc1ccc(S(=O)(=O)n2c([N+](=O)[O-])cnc2C)cc1C	i	i	i	i	i	-1	-3	i	i	-0.1	i
O=C(Nc1ncccn1)c1cc(-c2cccc(Br)c2)nc2ccccc12	i	i	i	i	i	-18	-4	i	i	0.2	i
CCOc1ccccc1C(=O)NC1CC2CCCC(C1)N2Cc1ccccc1 (centres undefined)	i	i	i	i	i	-9	2	i	i	0.2	i
CC(C)(C)c1ccc(C(=O)Nc2cccc([N+](=O)[O-])c2)cc1	i	i	i	i	i	13	-1	i	i	1.5	i
CCOC(=O)c1[nH]c(C)c(C(=O)N(C)Cc2ccccc2)c1C	i	i	i	i	i	0	-18	i	i	0.1	i
Cc1ccc(NC(=O)CN(C)C(=O)CCC(=O)c2cccs2)cc1	i	i	i	i	i	5	-42	i	i	-0.1	i
CCOc1ccc(CCNC(=O)c2ccc3c(c2)NC(=O)C2CCCN32)cc1OCC (centres undefined)	i	i	i	i	i	7	-2	i	i	-0.3	i
